STEP inh: blocks human striatal-enriched tyrosine phosphatase | recombinant STEP, OMFP fluorogenic substrate, fluorescence | AID 588621 | inhibition, % at 20 µM | P54829 | 360,000 compounds, 0.25% hits;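 active = inhibition at 20 µM, scaled per plate between control wells, above about 37%, limit read from the data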;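 note: 0% = DMSO with enzyme and substrate and 100% = substrate only without enzyme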
Target sequence (P54829 whole entry, looked up): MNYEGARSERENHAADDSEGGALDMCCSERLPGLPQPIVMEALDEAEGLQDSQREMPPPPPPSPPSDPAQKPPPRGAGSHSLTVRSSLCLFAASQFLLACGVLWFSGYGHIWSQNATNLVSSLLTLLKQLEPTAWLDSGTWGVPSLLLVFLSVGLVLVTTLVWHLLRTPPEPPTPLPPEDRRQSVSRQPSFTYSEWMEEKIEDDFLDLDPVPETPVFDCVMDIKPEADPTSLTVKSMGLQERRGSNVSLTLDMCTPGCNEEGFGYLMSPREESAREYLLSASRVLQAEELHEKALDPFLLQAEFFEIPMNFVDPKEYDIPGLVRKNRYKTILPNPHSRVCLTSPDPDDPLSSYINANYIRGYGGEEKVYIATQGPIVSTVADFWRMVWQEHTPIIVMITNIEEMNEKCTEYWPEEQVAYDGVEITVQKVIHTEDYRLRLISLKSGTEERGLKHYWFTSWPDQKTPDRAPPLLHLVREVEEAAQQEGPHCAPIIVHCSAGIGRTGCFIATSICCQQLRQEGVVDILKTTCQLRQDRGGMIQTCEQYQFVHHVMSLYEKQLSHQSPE
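Test system: STEP tyrosine phosphatase / Reagent: OMFP at 25 µM / Doses: 20 µM, 1% DMSO / Read-out: percent inhibition scaled to no-enzyme and uninhibited-enzyme controls, plate-pattern corrected / Detection: FITC-channel fluorescence of OMFP product / Medium: Bis-Tris buffer pH 6.0, 2.5 mM DTT, 0.005% Tween 20 / Schedule: 20 min at room temperature, dark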
DNMT1 block: blocks human DNA methyltransferase DNMT1. DNMT1 molecular beacon, Hinp1I cleavage, fluorescence. 360,000 compounds, 0.83% hits. inhibition (reported as % activation of signal), % at 10 µM. P26358; in the data active = inhibition above about 50%
SUMO1-SIM PPI: SUMO1-SIM interaction modulation; SUMO1 binding to a labelled peptide, TR-FRET, 1 h; inhibition, % at 20 µM; 360,000 compounds, 0.33% hits; in the data active = inhibition above about 37%
Target sequence (P63165 whole entry, looked up): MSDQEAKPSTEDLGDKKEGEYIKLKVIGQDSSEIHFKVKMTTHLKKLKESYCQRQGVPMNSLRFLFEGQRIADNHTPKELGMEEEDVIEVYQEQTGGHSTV
CSN inh: inhibitors of human CSN-mediated cullin deneddylation. Q92905. inhibition, % at 12.5 µM. 360,000 compounds, 0.38% hits. AID 651999. Purified CSN, SCF-Nedd8-OG deneddylation, fluorescence polarization;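 active = pattern-corrected inhibition above about 35%, with an unprinted fluorescence ratio check between 0.5 and 1.5, limit read from the data, passing the limit was not always enough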;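 note: 0% = enzyme with substrate and 100% = substrate without enzyme; some results filed as inactive read as strong as hits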
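assay system = purified human Csn5 enzyme expressed in HEK293T cells | amount = 0.24 nM enzyme | buffer or medium = Tris/NaCl/DTT buffer, pH 7.5 | reagent = 10 nM SCFSkp2-Nedd8OG | compound = one concentration, 12.5 µM, 0.25% DMSO | times = 90 min reaction at room temperature | signal = FP | read-out basis = % inhibition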
NadD inh: inhibitors of Staphylococcus aureus NadD; purified NadD enzyme, colorimetric absorbance read-out; inhibition, % at 20 µM; 360,000 compounds, 0.78% hits; in the data active = inhibition above about 26%; note: some compounds past the cut are filed as inactive
Rpn11 inh: inhibitors of human proteasome Rpn11; O00487; human 26S proteasome, Ub4-pepOG fluorescence polarization; 20S core pre-blocked with epoxomicin; calls only at 20 µM; 360,000 compounds, 0.59% hits; AID 588493;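 active = inhibition at 20 µM, scaled to each plate's controls, above about 33%, limit read from the data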
LMPTP block: blocks human LMPTP phosphatase | P24666 | recombinant LMPTP-A, OMFP fluorogenic substrate, fluorescence intensity | inhibition, % at 20 µM | 360,000 compounds, 0.22% hits;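 active = compounds that cut the enzyme signal by at least half of the control window in the single-dose screen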;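 note: plate controls were DMSO wells with enzyme plus substrate for no effect and substrate without enzyme for full effect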
Target sequence (P24666 whole entry, looked up): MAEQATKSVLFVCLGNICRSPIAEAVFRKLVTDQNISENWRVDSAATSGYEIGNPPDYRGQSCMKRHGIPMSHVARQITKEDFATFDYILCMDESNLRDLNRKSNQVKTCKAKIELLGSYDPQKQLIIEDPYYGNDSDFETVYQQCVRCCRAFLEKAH
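material = LMPTP-A | quantity = 0.625 nM enzyme | reagent = OMFP substrate, 400 µM final | buffer or medium = Bis-Tris pH 6.0, DTT, detergent | detection = endpoint fluorescence intensity from OMFP dephosphorylation | dosing = single 20 µM dose | read-out basis = % inhibition relative to no-enzyme and uninhibited control wells | control set = no-enzyme and uninhibited controls | timing = 50 min at room temperature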
Neddylation inh: cullin neddylation inhibition. calls only at 25 µM. 360,000 compounds, 0.58% hits. P61081+Q13564. TR-FRET cullin neddylation, biochemical. AID 651699; in the data active = inhibition above about 36%
Scp-1 inhibitor: inhibitors of human Scp-1 phosphatase; Recombinant Scp1, phosphopeptide, malachite green phosphate absorbance; inhibition, % at 20 µM; 340,000 compounds, 0.88% hits; AID 493091;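 active = inhibition above about 50% at 20 µM, limit read from the data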;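 note: plate controls were DMSO wells with enzyme for no effect and wells lacking enzyme for full effect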
Target sequence (Q9GZU7 76-261 limits assumed): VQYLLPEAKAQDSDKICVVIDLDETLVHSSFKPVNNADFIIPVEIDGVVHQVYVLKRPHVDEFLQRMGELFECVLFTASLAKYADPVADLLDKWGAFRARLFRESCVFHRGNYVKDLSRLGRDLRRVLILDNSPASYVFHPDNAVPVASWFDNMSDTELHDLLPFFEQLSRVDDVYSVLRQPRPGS
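Test system: SCP-1 phosphatase catalytic domain, residues 76-261 | Compound dosing: One concentration, 20 µM, with 1.0% DMSO | Schedule: 45 min room-temperature reaction, 5 min colour, 30 min stabiliser | Detection: Absorbance at 630 nm | Read-out basis: % inhibition of SCP-1 phosphate liberation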
Rin1-Abl PPI inh: blocks binding of human Rin1 to Abl; 360,000 compounds, 0.4% hits; TR-FRET Rin1/Abl binding, biochemical; P00519+Q13671; inhibition, % at 7.35 µM; in the data active = inhibition above about 5%, passing the limit was not always enough
* hit, by the source's call; i = inactive; . = no result given. Compounds were not picked by outcome; any-hit rate near 3.8%.

SMILES	STEP inh	DNMT1 block	SUMO1-SIM PPI	CSN inh	NadD inh	Rpn11 inh	LMPTP block	Neddylation inh	Scp-1 inhibitor	Rin1-Abl PPI inh
Cc1ccc(-c2cc(C(=O)NCc3ccco3)c3ccccc3n2)o1	8	92*	17	33	9	i	6.6	i	77*	3
O=c1[nH]c2c(s1)C(c1ccc(O)cc1)C1C3CCC(C3)C1S2 (configuration not stated)	-1	-6	9	5	7	i	1.3	i	-9	1
CN(CC(=O)Nc1cccc(F)c1)C(=O)c1ccc(C2SCCS2)cc1	-1	0	-7	6	9	i	2.7	i	2	-1
Nc1ccc(N=Nc2ccccc2)c(N)n1	2	-5	-58	3	-3	i	4.3	i	-11	-6
CCOC(=O)NC(=O)/C(N=Nc1cccc(C(F)(F)F)c1)=C(\C)O	-1	7	4	-8	-1	i	4.5	i	-6	3
Cc1ccccc1NC(=O)Nc1ccc2c(c1)CCC2	1	2	4	0	3	i	1.3	i	1	3
COc1cc2c(cc1OC)CN(C1CCC(C(C)(C)C)CC1)CC2 (configuration not stated)	-2	-4	5	-2	-7	i	-2.2	i	5	0
COc1ccc(-c2noc(C3CCCN(C(=O)Nc4ccccc4)C3)n2)cc1 (configuration not stated)	-2	-1	-3	4	-2	i	1.0	i	-9	-1
O=C(CSc1ccc(-c2cccc([N+](=O)[O-])c2)nn1)NCc1ccccc1	0	0	-21	7	-2	i	-1.5	i	-11	-1
Cc1cc(C(=O)N2CCN(c3ncccn3)CC2)sc1-c1ccccc1	0	-2	37	8	1	i	1.1	i	-6	2
Cn1c(=O)c2[nH]c(N3CCN(c4cccc(O)c4)CC3)nc2n(C)c1=O	2	1	6	3	8	i	1.7	i	-11	-4
O=C(COC(=O)c1ccccc1OC(F)F)Nc1ccc2[nH]c(=O)[nH]c2c1	-3	-10	40*	-3	2	i	-0.8	i	26	2
CCS(=O)(=O)c1nc(S(=O)(=O)c2ccc(Cl)cc2)c(N2CCN(CCO)CC2)s1	1	1	0	-1	-3	i	-0.1	i	-9	-2
CCOC(=O)c1ccc(Oc2cn[nH]c2-c2ccc(OCC(=O)NN)cc2O)cc1	-2	-10	3	-2	10	i	0.9	i	2	-1
C[C@@H]1CN(C(=O)c2cc(COc3cccc(C(F)(F)F)c3)on2)C[C@H](C)O1	-2	4	-6	0	-3	i	-0.1	i	1	-1
CCOC(=O)c1ccc(NC(=O)Cn2nnc(-c3ccccc3F)n2)cc1	-4	-4	-2	-1	-12	i	1.5	i	-15	-4
CN(Cc1ccco1)C(=O)Cn1c(=O)oc2cc(S(=O)(=O)NCc3ccccc3)ccc21	-1	0	-1	5	-1	i	-0.4	i	-9	1
O=C(Cn1c(NCCO)nc2ccccc21)c1ccc(F)cc1	-1	-1	6	3	-4	i	5.2	i	-10	0
Cc1ccc(-n2nnnc2C(Cl)c2nnnn2-c2ccc(C)cc2)cc1	-1	4	-4	8	0	i	-1.6	i	-2	1
CC(=O)Nc1ccc(NC(=O)Cc2sc(C)nc2-c2ccc(C)cc2)cc1	4	1	-5	3	0	i	-0.5	i	-4	-2
CCCCc1nnc(NC(=O)CCc2ccccc2)s1	-1	3	1	5	-3	i	-1.4	i	1	-1
CCCCOC(=O)C1=C(C)NC(=O)NC1c1ccc(OC)cc1 (configuration not stated)	3	0	3	6	-4	i	-1.0	i	-8	0
CN(CC(=O)Nc1ccc(F)c(F)c1F)C(=O)Cc1ccc2c(c1)OCCO2	-2	2	2	1	9	i	0.2	i	-7	1
CN1CCN(C(=S)Nc2cc([N+](=O)[O-])ccc2Cl)CC1	-1	-6	-16	-6	2	i	-3.8	i	1	-1
CCCC1=[N+](CC(=O)c2ccccc2)CCn2c(C)ccc21	-2	-1	-11	-1	-2	i	-2.1	i	0	1

Compounds above containing a CF3 group:
SMILES	STEP inh	DNMT1 block	SUMO1-SIM PPI	CSN inh	NadD inh	Rpn11 inh	LMPTP block	Neddylation inh	Scp-1 inhibitor	Rin1-Abl PPI inh
CCOC(=O)NC(=O)/C(N=Nc1cccc(C(F)(F)F)c1)=C(\C)O	-1	7	4	-8	-1	i	4.5	i	-6	3
C[C@@H]1CN(C(=O)c2cc(COc3cccc(C(F)(F)F)c3)on2)C[C@H](C)O1	-2	4	-6	0	-3	i	-0.1	i	1	-1

Retrieved one by one from the list above:
SMILES	STEP inh	DNMT1 block	SUMO1-SIM PPI	CSN inh	NadD inh	Rpn11 inh	LMPTP block	Neddylation inh	Scp-1 inhibitor	Rin1-Abl PPI inh
CN(CC(=O)Nc1cccc(F)c1)C(=O)c1ccc(C2SCCS2)cc1	-1	0	-7	6	9	i	2.7	i	2	-1
O=C(COC(=O)c1ccccc1OC(F)F)Nc1ccc2[nH]c(=O)[nH]c2c1	-3	-10	40*	-3	2	i	-0.8	i	26	2
Cc1ccccc1NC(=O)Nc1ccc2c(c1)CCC2	1	2	4	0	3	i	1.3	i	1	3

Further entries
SMILES	STEP inh	DNMT1 block	SUMO1-SIM PPI	CSN inh	NadD inh	Rpn11 inh	LMPTP block	Neddylation inh	Scp-1 inhibitor	Rin1-Abl PPI inh
O=C(COC(=O)COc1ccccc1)Nc1ncc(Cl)cc1Cl	-4	-3	10	1	2	i	2.5	i	8	-2
Cc1c(C)n(C)c2ccc(C(=O)NCCCN3CCN(C)CC3)cc12	-2	-4	-28	0	-2	i	-5.3	i	-5	-2
CC(=O)c1ccc(Nc2nc(N3CCOCC3)nc(N3CCOCC3)n2)cc1	-2	0	1	3	0	i	0.1	i	-1	3
COc1cc(NS(=O)(=O)c2ccc(OC)c(C)c2C)c(OC)cc1Cl	-3	-3	3	2	-11	i	3.2	i	-12	-2
Cc1cccc(-c2nnc(-c3ccc4ccccc4c3)o2)c1	-1	1	-10	-2	-2	i	5.6	i	-21	0
CC(C)c1cccc(-c2csc(C(C)(O)c3ccncc3)n2)c1 (configuration not stated)	1	4	2	-2	-2	i	27	i	.	-1
Cc1ccc(NC(=O)CC2C(=O)N(Cc3ccccc3)C(=S)N2NC(=O)c2ccccc2)c(C)c1 (configuration not stated)	0	81*	0	-4	8	i	2.2	i	3	0
CC(=O)OC1CCC2C3CCC4OC(=O)CCC4C3CCC12C (configuration not stated)	1	1	2	-6	-3	i	0.1	i	-3	2
Cc1sc2ccccc2c1CNC[C@H]1O[C@@H](n2cnc3c(N)ncnc32)[C@H](O)[C@@H]1O	2	7	5	-2	-6	i	0.1	i	-8	1
CC(=O)/C=C1/C(=O)Nc2ccccc21	-1	1	-5	4	-1	i	1.4	i	-1	0
O=C(c1ccc(N2C(=O)CCC2=O)cc1)N1CCOCC1	-1	-2	-2	-1	3	i	-1.8	i	-2	-1
COC(=O)C(NC(C)=O)(Nc1ccc(C)cn1)C(F)(F)F (configuration not stated)	-3	-10	-2	5	5	i	0.0	i	-1	0
CCOC(=O)[C@H]1[C@H]2COc3ccc(OC)cc3[C@H]2N2C(=O)CNC(=O)[C@@]12C	1	6	-1	-5	2	i	0.5	i	0	0
CC1(C)CC2CC(C)(CN2S(=O)(=O)c2ccc(N)cc2)C1 (configuration not stated)	-1	-5	0	3	0	i	0.9	i	-5	-1
CCN(CC)CC#CCC(OC)(c1ccccc1)c1ccccc1	0	-3	3	-3	-12	i	-1.1	i	-4	-2
CCOc1ccc(NC(=S)N(CCc2ccncc2)C(C)C)cc1	0	0	-3	0	-1	i	-2.4	i	0	-4
COC(=O)[C@]1(C)N[C@H](CN(C)S(=O)(=O)c2ccc(C(F)(F)F)cc2)[C@@H]2C(=O)N(C)C(=O)[C@@H]21	-1	1	2	-1	7	i	-0.5	i	-2	-2
CCOC(=O)Cc1ccc(NC(=O)c2cccc([N+](=O)[O-])c2)cc1	1	0	-18	-2	1	i	0.0	i	-11	4
COc1ccc(C(=O)c2cnc3cc4c(cc3c2C)OCO4)cc1	10	1	4	2	4	i	-0.1	i	0	-3
O=C(C(NS(=O)(=O)c1cccc2nsnc12)c1ccccc1)N1CCN(c2ccccn2)CC1 (configuration not stated)	-1	-4	-23	3	-4	i	-0.2	i	0	1
O=C(O)CN1C(=O)/C(=C\c2cccc(OCc3ccc(F)cc3)c2)SC1=S	9	6	-3	0	2	i	0.1	i	-14	0
CCn1c(C)cc(/C=C2\NC(=O)N(Cc3ccccc3)C2=O)c1C	1	-5	-5	2	13	i	0.2	i	-2	-3
CC1CN=C(NS(=O)(=O)c2ccccc2)N1 (configuration not stated)	-1	10	4	-3	0	i	-1.4	i	.	3
COC(=O)c1ccc(N=NN2CCCCC2)cc1	2	-5	-11	4	-9	i	-0.5	i	-6	4
COC(=O)c1ccc(OCC(=O)c2ccccc2OC)cc1	1	-4	2	0	1	i	0.7	i	-9	-1
Further compounds
SMILES	STEP inh	DNMT1 block	SUMO1-SIM PPI	CSN inh	NadD inh	Rpn11 inh	LMPTP block	Neddylation inh	Scp-1 inhibitor	Rin1-Abl PPI inh
COc1ccc(CCNC(=O)Oc2ccccc2)cc1OC	0	-1	6	3	0	i	0.3	i	-4	0
O=C(/C=C/c1cccs1)N1CCN(c2ccccc2)CC1	-4	2	-10	-7	-5	i	-1.2	i	-10	2
COc1cc(NC(=O)C2CCCN(S(=O)(=O)c3ccc4c(c3)oc(=O)n4C)C2)cc(OC)c1 (configuration not stated)	-1	-3	10	0	0	i	1.5	i	25	-3
CCOc1cccc(-n2nnnc2-c2ccc(OC)cc2)c1	3	2	4	-2	-4	i	-0.1	i	-11	2
CC1=C(C(=O)OC(C)C)C(c2ccsc2)NC(=O)N1C (configuration not stated)	1	5	6	3	-3	i	-1.6	i	-3	4
CCOc1ccccc1NS(=O)(=O)c1ccc(-n2cccn2)cc1	0	-2	2	-3	7	i	1.3	i	-10	3
CCCc1nc2nc(C)c(NS(=O)(=O)c3ccc(CC(C)C)cc3)c(=O)n2[nH]1	-4	11	4	-2	0	i	1.1	i	10	2
CCOc1cc(C(=O)Nc2nnc(S(=O)(=O)N3CCOCC3)s2)cc(OCC)c1OCC	1	1	2	-1	1	i	-4.0	i	-8	-6
[N-]=[N+]=CC(=O)C(Cc1ccccc1)N1C(=O)c2ccccc2C1=O (configuration not stated)	0	-2	-5	2	-3	i	-1.1	i	5	2
O=C(NCC1CCCN1S(=O)(=O)c1ccccc1)c1cccc(Cl)c1 (configuration not stated)	-1	0	4	5	-3	i	0.7	i	-2	2
Cc1cccc(OCC(=O)N2CCN(C(=O)COc3ccc(Cl)cc3)CC2)c1	-1	-2	10	0	-5	i	-0.3	i	-10	4
C/C(=N\OCC(=O)Nc1ccc(OC(F)(F)F)cc1)c1ccc2c(c1)OCCO2	1	-2	-2	-7	-7	i	2.6	i	-8	2
Nc1nc(CN2CCN(c3ccccc3F)CC2)nc(Nc2ccccc2)n1	-5	2	1	2	-1	i	0.9	i	-2	3
